Assay outcomes: PubChem, The Scripps Research Institute Molecular Screening Center
OXTR agonist = activates the human oxytocin receptor. AID 2435. 0.32% of 320,000 active. CHO-OTR cells, Fluo-8 calcium fluorescence; normalized: DMSO 0%, oxytocin 100%. activation, % at 3 µM. P30559;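 active means activation above the mean of all tested compounds plus 3 SD, cutoff set per screening run, cut at about 20% in these data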;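 further: peak over basal fluorescence ratio from a 100 s FLIPR kinetic read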
Target sequence (P30559 whole entry, looked up): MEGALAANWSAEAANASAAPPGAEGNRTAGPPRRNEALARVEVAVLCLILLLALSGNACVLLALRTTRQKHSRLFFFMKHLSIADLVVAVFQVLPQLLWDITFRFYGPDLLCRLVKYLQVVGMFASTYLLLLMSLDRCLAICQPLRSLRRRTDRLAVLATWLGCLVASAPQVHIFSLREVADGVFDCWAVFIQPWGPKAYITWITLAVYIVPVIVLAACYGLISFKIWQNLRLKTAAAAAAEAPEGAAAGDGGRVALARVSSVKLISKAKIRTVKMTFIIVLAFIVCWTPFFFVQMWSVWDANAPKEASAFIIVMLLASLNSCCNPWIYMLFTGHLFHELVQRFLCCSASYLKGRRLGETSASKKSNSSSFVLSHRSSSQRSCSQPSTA
TAAR1 antagonist = antagonists of human TAAR1 | Q96RJ0 | CHO RD-HGA16 TAAR1, Fluo-8 calcium fluorescence, antagonist | inhibition, % at 3 µM | 1.5% of 360,000 active;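 active means inhibition above a per-plate cutoff, the mean inhibition of test compounds on that plate plus 3 SD, cut at about 49% in these data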;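 further: 0% = DMSO plus EC80 beta-PEA response and 100% = DMSO alone without agonist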
Target sequence (Q96RJ0 whole entry, looked up): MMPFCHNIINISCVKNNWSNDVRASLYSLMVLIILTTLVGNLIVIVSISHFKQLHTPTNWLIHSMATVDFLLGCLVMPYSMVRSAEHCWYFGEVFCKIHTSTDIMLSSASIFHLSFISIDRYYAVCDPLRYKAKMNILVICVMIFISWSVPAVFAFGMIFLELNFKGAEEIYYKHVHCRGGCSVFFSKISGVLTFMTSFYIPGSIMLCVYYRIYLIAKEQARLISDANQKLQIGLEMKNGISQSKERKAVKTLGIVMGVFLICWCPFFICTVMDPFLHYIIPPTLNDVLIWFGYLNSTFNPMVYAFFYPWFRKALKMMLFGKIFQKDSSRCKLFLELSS
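Assay system: RD-HGA16 CHO cells with stable hTAAR1 and Gα16 / Reagent: EC80 β-phenethylamine stimulus / Doses: 3 µM, single point / Timing: dye loading 75 min at 37 °C, then 30 min room temperature / Measured by: Fluo-8 intracellular calcium dye fluorescence, real-time kinetic reads / Controls: vehicle wells and EC80 agonist wells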
CHO parental Ca = counter-screen: ATP calcium response change in parental CHO cells; 0.63% of 330,000 active; inhibition, % at 5.6 µM; parental CHO-K1, ATP-induced calcium, Fluo-8 fluorescence;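 active means inhibition above that plate's mean sample inhibition plus 3 SD, cut at about 26% in these data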;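 further: 0% = ATP-challenged DMSO wells and 100% = DMSO wells without ATP; some compounds past the cut are filed as inactive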
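Measured by: calcium-sensitive Fluo-8 fluorescence / Test system: CHO parental line / Controls: ATP-challenged DMSO wells low, unchallenged DMSO wells high / Measure: % inhibition / Compound: single nominal dose of 5.6 µM per compound / Replicates: single well per compound, no replicates / Reagent: ATP as calcium-mobilizing challenge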
OXTR potentiator = potentiates the human oxytocin receptor response; P30559; CHO-OTR cells, Fluo-8 calcium fluorescence, potentiator mode; 0% = oxytocin EC15, 100% = EC100; activation, % at 3 µM; 0.061% of 320,000 active; AID 2445;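 active means activation above that plate's cutoff, the mean activation of tested compounds plus 3 SD, cut at about 6.6% in these data, passing the limit was not always enough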;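 further: 100% uses oxytocin at 75 nM as the full agonist control; some results filed as inactive read as strong as hits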
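System: human OTR in CHO cells; Also added: sub-maximal oxytocin, roughly EC15; Timing: compound 6 min at room temperature before oxytocin, 100 s read; Technique: Fluo-8 intracellular calcium fluorescence, ex 470-495, em 515-575 nm; Controls: oxytocin EC15 low and EC100 high; Replication: singlicate.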
GPR7 antagonist = antagonists of human GPR7 (neuropeptides B/W receptor 1); P48145; inhibition, % at 4.4 µM; 1.1% of 290,000 active; GPR7-expressing cells, fluorescence antagonist assay; in the data active means inhibition above about 16%, passing the limit was not always enough;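 further: cells stimulated with the agonist NPW; 0% = agonist with vehicle and 100% = vehicle without agonist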
Target sequence (P48145 whole entry, looked up): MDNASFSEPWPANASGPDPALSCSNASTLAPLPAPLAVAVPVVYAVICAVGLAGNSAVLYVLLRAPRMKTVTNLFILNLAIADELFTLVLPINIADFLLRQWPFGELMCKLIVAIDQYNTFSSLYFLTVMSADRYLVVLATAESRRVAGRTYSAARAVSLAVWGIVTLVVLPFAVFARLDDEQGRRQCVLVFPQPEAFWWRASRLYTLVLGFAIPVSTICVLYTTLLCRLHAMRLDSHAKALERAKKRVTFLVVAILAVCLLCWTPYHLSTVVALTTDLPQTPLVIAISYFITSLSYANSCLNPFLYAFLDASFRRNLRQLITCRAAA
M1 PAM parental = counter-screen for M1 PAMs: effect in parental CHO-K1 cells; ATP EC20, Fluo-8 calcium fluorescence; 0% at ATP EC20, 100% at ATP max; activation, % at 3 µM; 0.02% of 360,000 active;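 active means activation above the run cutoff, the mean activation of all test compounds plus 3 SD, cut at about 40% in these data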;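 further: peak over basal fluorescence ratio in a 140 s read after ATP addition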
M1 ag parental = nonselective activator or artifact in parental CHO-K1 cells | Fluo-8 calcium fluorescence; scaled to maximal ATP response, vehicle zero | activation, % at 3 µM | 0.48% of 360,000 active; in the data active means activation above about 15%;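 further: untransfected CHO-K1 host cells lacking M1 receptor as counterscreen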
V1R ag counter = V1a receptor agonism, counter-screen for OXTR agonists; P37288; CHO-V1R cells, Fluo-8 calcium fluorescence, agonist mode; 0% DMSO, 100% 3 nM vasopressin; activation, % at 3 µM; 0.25% of 320,000 active;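 active means activation above the mean activation of all tested compounds plus 3 SD, per screening run, cut at about 20% in these data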;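 further: signal is peak over basal fluorescence ratio across a 100 second FLIPR read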
CHO-K1 Ca antag = counter-screen for M1 antagonists: effect in parental CHO-K1 cells | 0.6% of 360,000 active | AID 602250 | ATP-induced calcium, Fluo-8 fluorescence | inhibition, % at 3 µM;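 active means inhibition above a per-plate cutoff, the plate's mean sample inhibition plus 3 SD, cut at about 24% in these data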;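 further: 0% = DMSO plus EC80 ATP and 100% = DMSO alone without ATP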
Active calls of the source: *; · = not tested or not shown.

Each structure is followed by: OXTR agonist	TAAR1 antagonist	CHO parental Ca	OXTR potentiator	GPR7 antagonist	M1 PAM parental	M1 ag parental	V1R ag counter	CHO-K1 Ca antag
CCCNC(=O)c1onc(CSc2cccc(OC)c2)c1C(=O)NCCC
    -2.3	7	-13	-9	·	2	-0.5	-0.8	5
CCc1nc(NCc2ccco2)c2oc3ccccc3c2n1
    -1.3	-2	-36	-27	-6	14	4.3	0.1	8
CN(CC(=O)Nc1ccc(Cl)c(C(F)(F)F)c1)C(=O)c1cccc2cccnc12
    8.7	36	-25	-9	·	-8	14	8.2	-5
COc1ccccc1NC(=O)c1ccc(NC(=O)c2cc3c(s2)CCC3)cc1
    -1.0	47	-10	5	-6	-9	0.0	1.6	19
COc1ccc(Cl)cc1C(=O)NNC(=O)CCNC(C)=O
    0.1	-13	0	0	-6	13	-0.1	0.4	-5
OCCC1CN(Cc2cnc(N3CCCC3)s2)CCN1Cc1ccccc1 (stereo unspecified)
    1.4	-21	-16	1	-10	-4	0.1	1.1	-1
COc1ccccc1CNS(=O)(=O)c1ccc(Cl)s1
    -0.7	-2	-11	-8	23*	-2	0.2	0.7	-14
COc1ccc(C(=O)Nc2cccc(NC(=O)c3cccs3)c2)cc1
    1.1	21	-10	-18	-10	11	1.8	1.3	-1
C/C=C/C(=O)OCC(=O)Nc1ccc(OC)c(Cl)c1
    -1.6	11	-7	-6	-4	15	0.3	0.0	-9
CN(C)c1cc[n+](CC(=O)c2cccs2)cc1
    1.6	-4	-1	-2	-1	24	0.8	-0.3	-20
COc1ccc(Nc2nc(N)nc(CN(C)C3CCCCC3)n2)cc1
    2.0	-21	-1	1	2	16	0.4	-0.4	-15
CN(C)/C=N/N(C)c1ncccc1[N+](=O)[O-]
    0.1	5	-15	-13	-6	17	0.0	0.2	-11
O=C(c1ccccc1)c1ccc(C(=O)N2CCN(c3ccccc3O)CC2)cc1
    ·	27	·	·	·	2	3.3	·	-1
Cc1ccc(-c2[nH]c(-c3ccccc3)nc2SCC(=O)NCC2CCCO2)cc1 (stereo unspecified)
    3.5	23	-20	-3	1	21	5.5	1.5	-9
O=C1NC(Cc2ccc(O)cc2)c2nc3ccc(Br)cc3c(=O)n2-c2cc3ccccc3cc21 (stereo unspecified)
    ·	6	·	·	·	22	1.2	·	-5
COC(=O)c1ccc2nc(-c3ccccc3)c(Cc3ccccc3OC)n2c1
    ·	-30	·	·	·	5	0.8	·	-3
O=C(COC(=O)c1c[nH]c(=O)[nH]c1=O)Nc1ccccc1
    0.0	-18	-4	-7	0	10	0.2	0.3	2
Cc1ccc(-n2c(CNc3ccc(F)cc3)nnc2SCC(N)=O)cc1
    4.3	-9	8	-16	5	3	0.2	4.3	1
N#Cc1c(NC(=O)CSc2nc(-c3ccccc3)cc(C(F)(F)F)n2)sc2c1CCC2
    -0.8	-27	-10	0	-8	29	-0.3	0.3	-10
COc1ccc(NC2CS(=O)(=O)CC2NCc2ccccc2)cc1 (stereo unspecified)
    1.1	-12	-11	-4	-6	11	0.2	-0.2	7
CCOC(=O)c1sc(NC(=O)CSc2n[nH]c(-c3ccccc3)n2)c(C#N)c1C
    14	25	40*	-19	1	1	10	12	27*
Cc1ccc(Nc2nnc(SCC(=O)c3ccc(Br)s3)s2)c(C)c1
    -2.3	-38	-10	-3	5	5	-0.6	-0.7	2
O=c1[nH]cnc2scc(C3COc4ccccc4O3)c12 (stereo unspecified)
    -0.6	-22	-10	-16	2	6	-0.3	-0.3	-5
C/C=C/C(=O)Nc1nnc(-c2ccccc2C)s1
    1.5	1	-6	-5	-8	5	1.4	0.6	-1
C=C(NS(=O)(=O)c1ccc(C)cc1)C(=O)OC
    ·	-14	4	·	·	4	-0.1	·	-7
O=C(CSc1nnnn1-c1ccccc1)Nc1ncc(Cc2cc(Cl)ccc2Cl)s1
    0.1	-6	-8	-13	2	6	0.2	0.3	-6
CCCCOc1ccc(C2CC(=O)N(C)C2=O)cc1 (stereo unspecified)
    -1.0	7	-21	-12	-12	10	0.2	0.2	16
CCS(=O)(=O)N1CCC(C(=O)Oc2ccccc2Cl)CC1
    -0.9	3	-13	-11	17	4	0.9	2.2	-3
O=C1CC(c2ccc(O)cc2)Oc2cc(O)cc(O)c21 (stereo unspecified)
    5.0	3	4	-7	-5	12	2.6	3.2	-3
CCn1c(SCC(=O)Nc2ccc3c(c2)OCO3)nnc1C(C)C
    0.2	-4	4	4	-15	0	-0.1	-0.3	-13
CCOC(=O)N/N=C1\CCc2ccccc21
    -2.1	-22	-2	0	-11	19	-0.9	-1.7	-3
Cc1cc2n(c(=O)c1C#N)CCCN2c1cccc(Cl)c1
    0.9	3	-1	-11	-5	2	0.3	1.9	-9
COc1ccc(NC2=C(Cl)C(=O)N(CCc3ccccc3)C2=O)c(OC)c1
    -2.5	4	-20	-7	-13	-3	2.8	0.3	15
OCC[C@@H]1C[C@H](O)[C@@H](O)[C@@]2(OCCCc3cc(Cl)ccc32)O1
    ·	-21	·	·	·	12	0.6	·	11
Clc1ccc(CNC23CN4CN(CN(C4)C2)C3)c(Cl)c1
    0.2	-4	-11	-8	-6	-11	-0.3	0.3	17
CC(NC(=O)c1ccccc1F)c1nnc(SCC(=O)NC2=NCCS2)n1C (stereo unspecified)
    -0.4	2	-4	-2	3	11	0.8	-0.3	-12
CCOC(=O)C1=CC[C@H]2c3c(c4ccc(OC)cc4n3C)C(=O)C1N2S(=O)(=O)c1ccc(C)cc1
    -0.3	4	-18	-4	·	-1	-0.6	0.1	-6
O=C(c1ccco1)c1cn(CC(=O)N2CCCCC2)c2ccccc12
    1.2	0	-11	-10	14	-1	1.1	1.7	-2
CCNc1oc(-c2ccc(OC)cc2)nc1S(=O)(=O)c1ccc(Br)cc1
    -1.6	8	-8	-5	-9	6	3.1	-0.6	6
O/N=C1/C2C3CC4C5C3C1C5C1(OCCO1)C42 (stereo unspecified)
    0.0	-11	-6	-4	-2	14	0.3	0.6	-5
COc1ccc([C@H]2CC(=O)C=C(c3ccc(OC)nc3)C2)cc1
    -0.9	6	-19	-3	·	8	0.3	-0.3	-10
O=C(NCc1ccccc1Cl)c1cccc(NC2=NC3CS(=O)(=O)CC3S2)c1 (stereo unspecified)
    -0.7	-16	9	-3	-4	15	4.9	0.7	-10
O=C(CCCC(=O)N/N=C\c1ccccn1)N/N=C\c1ccccn1
    6.7	-1	0	0	-10	9	-0.1	-0.1	-4
O=C(c1ccc([N+](=O)[O-])cc1)N(Cc1ccccc1)Cc1ccccc1
    ·	-12	·	·	·	22	0.3	·	-17
Cc1cc(OCc2nc3ccccc3s2)ccc1N
    1.7	-23	-14	-3	-8	9	1.2	1.5	3
Cc1ncc(C[n+]2ccc(C)c(C)c2)c(N)n1
    0.3	0	-4	-2	·	-13	0.2	0.6	7
CC(C)CCNC(=O)CNC(=O)c1cccs1
    -0.8	2	4	-2	6	-5	0.5	-0.1	5
Cc1nn(C)cc1C(=O)c1ccccc1
    -1.2	-20	-7	-9	·	-10	5.7	0.8	5
CCOC(=O)C(C)Oc1ccc(C2NC(=O)NC(C)=C2C(=O)Nc2ccccc2C)cc1 (stereo unspecified)
    ·	3	·	·	-13	1	0.5	·	-16
COc1cc(CNn2nnnc2N)ccc1OCC(=O)NC(C)(C)C
    0.7	6	-8	-5	2	13	0.9	0.1	1
Cc1ccc(OCC(=O)N/N=C\c2cn(Cc3ccccc3)c3ccccc23)cc1C
    0.3	-15	-7	2	13	19	0.6	1.6	-20
CCn1cnc2c1c(=O)n(Cc1cccc(Br)c1)c(=O)n2Cc1ccccc1
    -0.4	1	-25	-11	5	-26	0.6	0.1	5
Cc1cccc(N(C(=O)CS(=O)CC(=O)Nc2ccc3c(c2)OCO3)C(C)C(=O)NC2CCCC2)c1C (stereo unspecified)
    -0.5	-19	-30	-7	3	-18	-1.0	-1.3	-7
CC1CCc2nn(CC(=O)Nc3ccc(F)cc3F)cc2C1 (stereo unspecified)
    -2.0	-6	-4	-6	-17	-2	-0.4	-1.1	12
C=CCNC(=S)N/N=C/c1ccc(-c2ccc(OC)cc2)o1
    -0.9	34	-27	-10	-7	14	0.6	0.4	-15
Cc1noc(C)c1C(=O)NNc1ccc(C(C)C)cc1
    0.7	-36	-15	1	-7	26	1.2	1.4	-8
CC(C)C[C@H]1CN(CCCC[C@H]2CNC(=O)C(=O)N2CCc2ccc(O)cc2)C(=O)C(=O)N1CCc1ccc(O)cc1
    ·	1	·	·	·	-1	0.9	·	-1
COc1ccc(NS(=O)(=O)c2ccc3oc(SC)nc3c2)cc1
    7.1	22	-1	-30	-5	-14	10	5.0	4
Cc1[nH]n(-c2ccccc2)c(=O)c1N=Nc1ccc(C(N)=O)cc1
    0.3	-18	0	-7	-15	-12	-0.5	0.1	8
O=C(CCN1C(=O)[C@H]2CC=CC[C@H]2C1=O)NCc1nc(-c2ccc(Cl)cc2)no1
    2.6	-17	-14	3	-11	5	3.6	0.2	-9

Next results
Each structure is followed by: OXTR agonist	TAAR1 antagonist	CHO parental Ca	OXTR potentiator	GPR7 antagonist	M1 PAM parental	M1 ag parental	V1R ag counter	CHO-K1 Ca antag
CCOC(=O)/C(C#N)=C1\Nc2ccccc2N=C1N(CC(C)C)CC(C)C
    0.4	-5	-23	4	-12	14	0.4	0.8	-5
COc1ccc(C(CC(=O)c2ccc(C)cc2)Sc2ccccc2N)cc1 (stereo unspecified)
    ·	-3	·	·	·	6	0.5	·	-2
Cc1ccc2c(CC(=O)O)coc2c1C
    2.5	-3	-6	-2	-8	24	0.2	1.3	-18
CCn1cc(S(=O)(=O)NCCc2ccc(OC)c(OC)c2)cn1
    -0.1	-23	13	0	-4	11	0.6	-1.2	-17
Cc1cc(C)c2c(NC(N)=S)n[nH]c2n1
    0.9	-22	-4	1	-12	-12	0.3	0.7	0
Cc1cccc(Cn2cnc3c(nnn3Cc3ccc(Cl)cc3)c2=O)c1
    1.4	47	-8	0	-6	-16	0.3	4.0	20
Cc1nc2ncnn2c(C)c1CCC(=O)Nc1csc(N)n1
    0.1	9	-1	3	3	12	3.6	1.0	3
O=[N+]([O-])c1nccn1CC(O)CO (stereo unspecified)
    ·	-19	·	·	·	-1	0.1	·	-1
Cn1ncc(Cl)c(Oc2ccc(C(C)(C)C)cc2)c1=O
    -3.0	9	-7	-2	-5	19	0.7	-0.2	-9
CCCCN1C(=S)NC[C@@H]1Cc1ccc(O)cc1
    2.3	6	-9	-6	·	8	1.2	2.0	-13
